Bioassay records: PubChem, several laboratories
CSN inh = inhibitors of CSN-mediated cullin deneddylation, primary screen, biochemical, fluorescence polarization, uHTS | COP9 signalosome complex subunit 5 (Homo sapiens), Q92905 | Purified CSN, SCF-Nedd8-OG deneddylation | inhibition, % at 12.5 µM | actives 0.38% (n = 360,000) | AID 651999, 2013;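 active means pattern-corrected inhibition above about 35%, with an unprinted fluorescence ratio check between 0.5 and 1.5, limit read from the data, passing the limit was not always enough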;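 further: 0% = enzyme with substrate and 100% = substrate without enzyme; some results filed as inactive read as strong as hits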
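Test system: Human Csn5 produced in HEK293T cells | Compound: 12.5 µM single point | Times: 90 min, room temperature | Signal: Fluorescence polarization readout | Read-out basis: % inhibition of substrate cleavage by Csn5 | Controls: no-enzyme wells high, enzyme-with-substrate wells low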
SUMO1 PPI mod = modulators of SUMO1 protein-protein interactions, primary screen, biochemical, uHTS. Small ubiquitin-related modifier 1 (Homo sapiens), P63165. SUMO1 binding to a labelled peptide, TR-FRET, 1 h. inhibition, % at 20 µM. actives 0.33% (n = 360,000); in the data active means inhibition above about 37%
Target sequence (P63165 whole entry, looked up): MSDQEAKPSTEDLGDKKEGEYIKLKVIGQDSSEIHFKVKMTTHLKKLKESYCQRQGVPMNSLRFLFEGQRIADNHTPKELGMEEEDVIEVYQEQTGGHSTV
LMPTP block = LMPTP phosphatase inhibitors, primary screen, biochemical, fluorescence intensity, uHTS | Low molecular weight phosphotyrosine protein phosphatase (Homo sapiens), P24666 | recombinant LMPTP-A, OMFP fluorogenic substrate | inhibition, % at 20 µM | actives 0.22% (n = 360,000);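 active means compounds that cut the enzyme signal by at least half of the control window in the single-dose screen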;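 further: plate controls were DMSO wells with enzyme plus substrate for no effect and substrate without enzyme for full effect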
Target sequence (P24666 whole entry, looked up): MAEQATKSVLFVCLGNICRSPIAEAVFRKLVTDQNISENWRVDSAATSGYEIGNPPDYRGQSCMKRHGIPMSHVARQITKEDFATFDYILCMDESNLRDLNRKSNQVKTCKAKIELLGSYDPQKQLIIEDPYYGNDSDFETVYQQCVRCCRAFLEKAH
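Assay system: LMPTP-A phosphatase enzyme | Input: 0.625 nM enzyme | Also added: Fluorogenic phosphatase substrate OMFP at 400 µM final | Compound dosing: One test concentration per compound, 20 µM, with 3% DMSO overall | Schedule: 50 min enzyme reaction at room temperature, protected from light | Signal: Fluorescence intensity | Benchmarks: no-enzyme and uninhibited controls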
Tb MetRS inh = T. brucei MetRS inhibitors, primary screen, biochemical, luminescence | purified T. brucei MetRS, ATP depletion, Kinase-Glo luminescence | inhibition, % at 11.9 µM | actives 0.4% (n = 360,000);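 active means inhibition above a per-plate cutoff of the control wells' mean inhibition plus 3 SD, cut at about 5.5% in these data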;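 further: 0% = DMSO wells median and 100% = median of wells with control inhibitor compound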
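Material – parasite MetRS enzyme · Medium – HEPES-MgCl2-KCl buffer plus DTT, spermine, BSA, pyrophosphatase · Reagent – ATP, methionine and E. coli bulk tRNA substrates · Times – 15 min enzyme-compound preincubation, 2 h reaction, 10 min detection, 25 °C · Measured by – luminescence of leftover ATP · Evaluation – percent inhibition relative to median high and low control wells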
MLLE-PAM2 inh = inhibitors of PABP1 MLLE–PAM2 peptide binding, primary screen, biochemical, fluorescence polarization, FITC-PAM2, GST-MLLE | inhibition, % at 20 µM | actives 0.36% (n = 360,000) | AID 588489, 2011; in the data active means inhibition above about 35%, passing the limit was not always enough;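 further: plate controls were DMSO wells with GST-MLLE for no effect and wells lacking GST-MLLE protein for full effect; some results filed as inactive read as strong as hits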
Rpn11 block = Rpn11 (PSMD14) deubiquitinase inhibitors, primary screen, biochemical, fluorescence polarization, uHTS. AID 588493, 2011. actives 0.59% (n = 360,000). calls only at 20 µM. human 26S proteasome, Ub4-pepOG fluorescence polarization; 20S core pre-blocked with epoxomicin. 26S proteasome non-ATPase regulatory subunit 14 (Homo sapiens), O00487;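 active means inhibition at 20 µM, scaled to each plate's controls, above about 33%, limit read from the data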
NadD inh = inhibitors of S. aureus NadD, primary screen, biochemical, colorimetric, uHTS; purified NadD enzyme, colorimetric absorbance read-out; inhibition, % at 20 µM; actives 0.78% (n = 360,000); AID 602399, 2012; in the data active means inhibition above about 26%; further: some compounds past the cut are filed as inactive
STEP block = STEP phosphatase inhibitors, primary screen, biochemical, fluorescence intensity, uHTS | Tyrosine-protein phosphatase non-receptor type 5 (Homo sapiens), P54829 | recombinant STEP, OMFP fluorogenic substrate | inhibition, % at 20 µM | actives 0.25% (n = 360,000);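 active means inhibition at 20 µM, scaled per plate between control wells, above about 37%, limit read from the data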;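 further: 0% = DMSO with enzyme and substrate and 100% = substrate only without enzyme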
Target sequence (P54829 whole entry, looked up): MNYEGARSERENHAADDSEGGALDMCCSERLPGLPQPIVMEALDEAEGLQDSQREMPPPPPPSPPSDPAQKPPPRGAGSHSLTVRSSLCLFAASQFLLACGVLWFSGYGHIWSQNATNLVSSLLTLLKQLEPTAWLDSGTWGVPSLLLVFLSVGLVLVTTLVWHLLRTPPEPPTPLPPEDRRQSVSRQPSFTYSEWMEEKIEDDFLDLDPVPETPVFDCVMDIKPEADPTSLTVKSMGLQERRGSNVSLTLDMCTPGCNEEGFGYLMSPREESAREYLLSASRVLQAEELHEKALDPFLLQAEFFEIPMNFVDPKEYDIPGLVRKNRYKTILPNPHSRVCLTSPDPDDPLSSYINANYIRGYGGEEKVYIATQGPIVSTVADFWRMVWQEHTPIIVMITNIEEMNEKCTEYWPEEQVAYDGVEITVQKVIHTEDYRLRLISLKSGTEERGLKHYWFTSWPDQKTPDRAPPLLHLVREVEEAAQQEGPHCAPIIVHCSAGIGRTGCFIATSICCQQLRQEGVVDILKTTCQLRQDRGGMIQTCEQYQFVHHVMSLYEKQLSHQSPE
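Assay system: isolated STEP enzyme. Buffer or medium: pH 6.0 Bis-Tris with DTT and Tween 20. Also added: fluorogenic phosphatase substrate OMFP at 25 µM final. Dosing: 20 µM, 1% DMSO. Timing: 20 min reaction, room temperature, in the dark. Measured by: fluorescence intensity, excitation 480 nm, emission 540 nm. Evaluation: normalized % inhibition.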
DNMT1 inh = human DNMT1 methyltransferase inhibitors, primary screen, biochemical, molecular beacon, fluorescence, HinP1I cleavage, uHTS. actives 0.83% (n = 360,000). AID 588458, 2011. DNA (cytosine-5)-methyltransferase 1 (Homo sapiens), P26358. inhibition (reported as % activation of signal), % at 10 µM; in the data active means inhibition above about 50%
Scp1 inh = Scp-1 phosphatase inhibitors, primary screen, biochemical, colorimetric, uHTS; Carboxy-terminal domain RNA polymerase II polypeptide A small phosphatase 1 (Homo …; Recombinant Scp1, phosphopeptide, malachite green phosphate absorbance; inhibition, % at 20 µM; actives 0.88% (n = 340,000); AID 493091, 2011;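 active means inhibition above about 50% at 20 µM, limit read from the data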;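 further: plate controls were DMSO wells with enzyme for no effect and wells lacking enzyme for full effect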
Target sequence (Q9GZU7 76-261 limits assumed): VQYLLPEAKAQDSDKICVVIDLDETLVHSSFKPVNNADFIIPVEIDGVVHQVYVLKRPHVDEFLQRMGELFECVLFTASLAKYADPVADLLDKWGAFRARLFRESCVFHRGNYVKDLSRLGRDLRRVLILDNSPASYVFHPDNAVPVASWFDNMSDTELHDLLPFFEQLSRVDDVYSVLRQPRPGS
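System: truncated SCP-1 phosphatase (76-261aa); medium: Tris acetate buffer pH 5.5 with MgCl2 and Tween-20; incubation: 45 min room-temperature reaction, 5 min colour, 30 min stabiliser; compound: single 20 µM dose, 1% DMSO; reagent: Phosphorylated 17-residue peptide substrate; read-out: % inhibition at 20 µM; technique: colorimetric free-phosphate detection, absorbance 630 nm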
* hit, by the source's call; i = inactive; nt = not tested or not shown.

SMILES	CSN inh	SUMO1 PPI mod	LMPTP block	Tb MetRS inh	MLLE-PAM2 inh	Rpn11 block	NadD inh	STEP block	DNMT1 inh	Scp1 inh
COc1ccc(CCNC(=O)CN(c2cc(OC)ccc2OC)S(=O)(=O)c2ccccc2)cc1	-1	7	0.2	0.6	2	i	-7	2	-2	-10
CCc1ccc(C(=O)CSc2nc3cc(S(=O)(=O)N4CCOCC4)ccc3n2CC)cc1	-4	0	0.0	-0.1	-80	i	4	5	2	4
COC(=O)[C@H](Cc1ccccc1)NC(=O)NCCc1ccc(OC)cc1	1	-1	-2.2	0.1	9	i	-1	0	0	-6
Cc1cccc(C)c1OC(=O)CCN1C(=O)C2C3C=CC(C4CC34)C2C1=O (centres undefined)	-1	0	1.1	-1.1	-2	i	-2	0	3	-13
O=C(COc1ccc(S(=O)(=O)NC2CCCCC2)cc1)Nc1ccc2c(c1)OCCO2	-4	2	-1.1	0.4	-6	i	-4	-5	0	-4
COC(=O)CN1C(=O)C2(C(C#N)=C(N)Oc3c2c(C)nn3-c2ccccc2)c2ccccc21 (centres undefined)	6	-1	-0.9	-0.5	8	i	4	-1	-16	-3
Cc1ccc(-c2cccc(C3CC=CC4C3C(=O)N(Cc3ccccc3)C4c3ccc4ccccc4c3)c2)cc1 (centres undefined)	-3	-3	1.1	-0.4	16	i	34*	5	15	0
Cn1cccc1/C=N/N1CCN(Cc2cccc3ccccc23)CC1	0	-1	0.4	0.4	5	i	10	-2	-6	-11
C/C(=N/NC(=O)c1sc(NS(=O)(=O)c2ccccc2)nc1C)c1sc(N)nc1C	-2	8	1.0	-0.2	-1	i	-1	3	-1	-15
Cc1cc(NC(=O)C23CC4CC(CC(C4)C2)C3)n[nH]1	4	0	1.3	-0.1	-8	i	4	-1	-2	-7
O=C(COC(=O)c1cc(=O)c2ccccc2o1)Nc1c(F)c(F)c(F)c(F)c1F	-1	-1	-0.8	0.1	-5	i	-3	0	1	-2
COc1ccc(NS(=O)(=O)c2ccc(N3CCOCC3)c(NC(=O)c3ccco3)c2)cc1	-6	-3	-1.8	-0.3	-1	i	-10	-3	-8	11
Cc1ccccc1C(=O)NNC(=O)c1cccc(Br)c1	0	8	-1.1	0.1	-8	i	-5	-2	0	-10
CC1(C(=O)NS(=O)(=O)Cc2ccccc2C(F)(F)F)CCN1C(=O)Cc1ccsc1 (centres undefined)	1	-1	-1.3	-0.1	-3	i	3	-1	6	nt
Cc1ccn2c(C(=O)CSc3ccccc3Cl)c(C)nc2c1	4	0	1.4	-1.0	10	i	1	5	-6	-4
COc1cccc(C(O)c2nc(-c3ccc(Cl)cc3)cs2)c1 (centres undefined)	-4	-1	2.2	-0.2	1	i	-5	-2	2	nt
CN(Cc1ccccc1)c1nc2c(c(=O)n(C)c(=O)n2C)n1CCSc1ncccn1	-1	-3	-0.4	0.5	-1	i	0	1	-3	-8
O=C(O)Cn1nc(C(F)(F)F)c2c1CCC2	-2	2	-1.5	-1.4	-11	i	-1	0	5	0
NC1=C(O)C(=O)C(c2ccccc2)O1 (centres undefined)	-4	2	-0.2	0.2	-88	i	0	7	6	5
O=C(CN1C(=O)NC2(CCCC2)C1=O)OCCOc1ccc(Cl)cc1	-1	0	-0.8	-0.2	2	i	-3	-2	-3	-9

Sorted by heavy-atom count (ascending): part of the list above
SMILES	CSN inh	SUMO1 PPI mod	LMPTP block	Tb MetRS inh	MLLE-PAM2 inh	Rpn11 block	NadD inh	STEP block	DNMT1 inh	Scp1 inh
Cc1cc(NC(=O)C23CC4CC(CC(C4)C2)C3)n[nH]1	4	0	1.3	-0.1	-8	i	4	-1	-2	-7
Cn1cccc1/C=N/N1CCN(Cc2cccc3ccccc23)CC1	0	-1	0.4	0.4	5	i	10	-2	-6	-11
O=C(COC(=O)c1cc(=O)c2ccccc2o1)Nc1c(F)c(F)c(F)c(F)c1F	-1	-1	-0.8	0.1	-5	i	-3	0	1	-2

As a short view, six of the compounds above.
SMILES	CSN inh	SUMO1 PPI mod	LMPTP block	Tb MetRS inh	MLLE-PAM2 inh	Rpn11 block	NadD inh	STEP block	DNMT1 inh	Scp1 inh
Cc1ccn2c(C(=O)CSc3ccccc3Cl)c(C)nc2c1	4	0	1.4	-1.0	10	i	1	5	-6	-4
COc1cccc(C(O)c2nc(-c3ccc(Cl)cc3)cs2)c1 (centres undefined)	-4	-1	2.2	-0.2	1	i	-5	-2	2	nt
CN(Cc1ccccc1)c1nc2c(c(=O)n(C)c(=O)n2C)n1CCSc1ncccn1	-1	-3	-0.4	0.5	-1	i	0	1	-3	-8
O=C(O)Cn1nc(C(F)(F)F)c2c1CCC2	-2	2	-1.5	-1.4	-11	i	-1	0	5	0
NC1=C(O)C(=O)C(c2ccccc2)O1 (centres undefined)	-4	2	-0.2	0.2	-88	i	0	7	6	5
O=C(CN1C(=O)NC2(CCCC2)C1=O)OCCOc1ccc(Cl)cc1	-1	0	-0.8	-0.2	2	i	-3	-2	-3	-9

New compounds follow:
SMILES	CSN inh	SUMO1 PPI mod	LMPTP block	Tb MetRS inh	MLLE-PAM2 inh	Rpn11 block	NadD inh	STEP block	DNMT1 inh	Scp1 inh
CCC(=O)Oc1ccc2c(c1)O/C(=C\c1ccco1)C2=O	-9	-18	1.9	-1.0	57	i	-5	2	34	-7
O=C(NCc1ccccc1)N1CCCC1	-1	0	-0.9	-0.8	-4	i	-5	-1	-1	1
CCOc1ccc(-c2cnc(SCC(N)=O)nc2N)cc1	5	1	0.5	-1.3	5	i	-1	-1	4	-5
CCO/N=C(\C)c1c(O)c2ccccc2n(C)c1=O	2	-2	-1.8	-0.7	-1	i	-4	-5	5	-9
CCOCCn1cnc2sc(C(=O)NCC(=O)OCC)c(C)c2c1=O	-8	2	-0.8	-0.5	-11	i	-2	0	2	-9
Nn1c(SCC(=O)Nc2ccc(F)cc2F)nnc1C1CCCCC1	3	5	0.5	0.1	-15	i	1	-3	1	-8
CCOc1cc(C(c2c(O)nc(SC)[nH]c2=O)c2c(O)nc(SC)[nH]c2=O)ccc1O	-8	6	-0.4	0.3	87	i	1	1	0	33
CCc1nnc(NS(=O)(=O)c2ccc(NS(=O)(=O)c3ccccc3)cc2)s1	2	1	-0.6	0.3	3	i	-3	0	1	-8
CCc1nnc(NC(=O)c2cc(C)oc2C)s1	2	0	-0.6	-0.3	0	i	-1	-2	-1	-5
CCOC(=O)C(Cc1ccccc1)C1(C)Oc2ccccc2O1 (centres undefined)	1	2	-0.6	-1.3	nt	nt	nt	nt	nt	nt
COc1cccc(/C=N/NC(=O)c2ccc(-n3cnnn3)cc2)c1	1	-5	-1.4	-0.3	-2	i	-1	1	0	-3
C[C@H](NS(=O)(=O)c1c(Cl)cccc1Cl)C(=O)NNC(=O)COc1ccccc1F	2	3	-1.1	-0.1	2	i	-3	-1	4	-7
C/C(=N\O)C(C)(C)NC(=O)Nc1ccc(Cl)cc1	-2	2	0.1	-0.6	1	i	-2	-2	-2	-3
Cc1nn(C)c(C)c1S(=O)(=O)N1CCCC(C(=O)N2CCN(c3ccc(Cl)cc3)CC2)C1 (centres undefined)	1	3	1.5	0.3	10	i	4	4	-1	-5
CC(=O)N(CCCN(C)C)c1nc2ccc(C)cc2s1	1	4	0.7	-0.3	-1	i	-1	-1	2	0
COC(=O)C1=C(CSc2nc3c(cc2C#N)CN(C)CC3)OC(N)=C(C#N)C1c1ccccc1F (centres undefined)	-27	9	3.7	-0.1	42	i	20	-3	-11	-6
COc1cccc(C=NNC(=S)NN=Cc2cccc(OC)c2OC)c1OC	-4	-9	0.5	0.2	20	i	10	0	-15	1
Cc1onc(-c2ccccc2)c1C(=O)N(Cc1ccccn1)Cc1ccccn1	2	3	-0.1	-1.8	0	i	-2	-2	-3	-3
CCOC(=O)c1sc(NS(=O)(=O)c2ccc(F)cc2)nc1C	115	6	-0.7	-0.3	1	i	-2	1	-2	1
CC(C)C[C@H](NC(=O)N1CCn2c1nc1ccccc12)C(=O)N[C@H](Cc1ccccc1)C(=O)O	2	6	-1.7	0.3	1	i	3	3	-3	12
COc1cc(CN2CCC(n3nccc3NC(=O)CCCc3ccccc3)CC2)ccc1O	4	0	-1.1	-0.4	-6	i	3	-2	0	-4
O=C(CN1C(=O)C2C3CCC(C3)C2C1=O)NCc1ccco1 (centres undefined)	-17	4	-1.1	-0.2	0	i	-6	0	-1	-5
CN1C(=O)c2ccc(NC(=O)c3cccc(N4C(=O)CCC4=O)c3)cc2C1=O	-4	-21	-0.5	-0.7	15	i	-4	-3	-1	-1
c1ccc(-c2oc3ncnc(NCCN4CCOCC4)c3c2-c2ccccc2)cc1	-2	-8	-0.8	-0.6	-1	i	-9	-2	-4	-2
Cc1cc(O)c(NC(=O)c2ccc(C)c([N+](=O)[O-])c2)cc1C	-11	-1	0.4	-1.2	-1	i	-3	0	2	-9
CC1CCCC(=NNC(=O)C2COc3ccccc3O2)C1 (centres undefined)	4	6	-0.9	-0.1	-1	i	-1	1	0	-10
COc1ccccc1-n1nnnc1SCC(=O)NC1CCCC1	-2	1	-0.5	-2.0	0	i	-2	-3	-4	-7
CC(Nc1cccc(C(=O)NC2CC2)c1)c1nnc(-c2ccccc2)o1 (centres undefined)	-5	-1	-0.6	-0.1	-12	i	-3	-2	-1	-4
N#Cc1cccc(NC(=O)CCC2CCCC2)c1	-6	0	-0.6	0.2	-2	i	-3	0	15	-5
